CIT2-GFP yeast = yeast TOR pathway CIT2-GFP modulation | S. cerevisiae CIT2-GFP strain, flow cytometry, 3 h; 100 means same as DMSO wells | GFP response vs DMSO, % at 10 µM | 320,000 compounds, 0.065% hits;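 active means GFP response relative to DMSO above a set limit, near the screen mean plus 3 SD, cut at about 150% in these data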;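 further: ratio of well median GFP fluorescence to mean of DMSO wells on the plate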
LAP4 TOR yeast = yeast TOR pathway LAP4-GFP modulation | S. cerevisiae LAP4-GFP multiplex, flow cytometry GFP, 3 h; median GFP as percent of DMSO wells | GFP response vs DMSO, % at 10 µM | 320,000 compounds, 0.34% hits | AID 2023;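 active means GFP response vs DMSO above a set limit, about the screen mean plus 3 SD, cut at about 150% in these data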
Yeast superoxide = lowers age-related superoxide in aged yeast cells; S. cerevisiae aged cells, superoxide DHE fluorescence; active compounds read low; superoxide response (% of plate mean), % at 10 µM; 330,000 compounds, 0.18% hits; AID 2690;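 active means superoxide response under a set limit, about three screen SD below normal, cut at about 65% in these data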;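 further: yeast aged for seven days with compound at 30 °C before DHE staining; 100% = average MFI of all compound-treated wells on the plate with controls excluded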
GRK2 aptamer HTS = blocks RNA aptamer binding to human GRK2; P25098; bead flow cytometry, FAM-aptamer displacement from GRK2; inhibition of aptamer binding, % at 10 µM; 330,000 compounds, 0.59% hits;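 active means inhibition of aptamer binding above 40%, roughly 3 SD of noise, on plates passing a quality check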;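 further: median bead fluorescence of bound FAM aptamer so fluorescent compounds give negative values; no value below 0 was filed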
VLA-4 inh = inhibition in a human VLA-4 binding assay; P13612; VLA-4 expressing cells, ligand binding flow cytometry; inhibition, % (about 7 µM as worked out from the volumes in the protocol); 330,000 compounds, 0.2% hits; AID 2557; in the data active means inhibition above about 50%
Target sequence (P13612 whole entry, looked up): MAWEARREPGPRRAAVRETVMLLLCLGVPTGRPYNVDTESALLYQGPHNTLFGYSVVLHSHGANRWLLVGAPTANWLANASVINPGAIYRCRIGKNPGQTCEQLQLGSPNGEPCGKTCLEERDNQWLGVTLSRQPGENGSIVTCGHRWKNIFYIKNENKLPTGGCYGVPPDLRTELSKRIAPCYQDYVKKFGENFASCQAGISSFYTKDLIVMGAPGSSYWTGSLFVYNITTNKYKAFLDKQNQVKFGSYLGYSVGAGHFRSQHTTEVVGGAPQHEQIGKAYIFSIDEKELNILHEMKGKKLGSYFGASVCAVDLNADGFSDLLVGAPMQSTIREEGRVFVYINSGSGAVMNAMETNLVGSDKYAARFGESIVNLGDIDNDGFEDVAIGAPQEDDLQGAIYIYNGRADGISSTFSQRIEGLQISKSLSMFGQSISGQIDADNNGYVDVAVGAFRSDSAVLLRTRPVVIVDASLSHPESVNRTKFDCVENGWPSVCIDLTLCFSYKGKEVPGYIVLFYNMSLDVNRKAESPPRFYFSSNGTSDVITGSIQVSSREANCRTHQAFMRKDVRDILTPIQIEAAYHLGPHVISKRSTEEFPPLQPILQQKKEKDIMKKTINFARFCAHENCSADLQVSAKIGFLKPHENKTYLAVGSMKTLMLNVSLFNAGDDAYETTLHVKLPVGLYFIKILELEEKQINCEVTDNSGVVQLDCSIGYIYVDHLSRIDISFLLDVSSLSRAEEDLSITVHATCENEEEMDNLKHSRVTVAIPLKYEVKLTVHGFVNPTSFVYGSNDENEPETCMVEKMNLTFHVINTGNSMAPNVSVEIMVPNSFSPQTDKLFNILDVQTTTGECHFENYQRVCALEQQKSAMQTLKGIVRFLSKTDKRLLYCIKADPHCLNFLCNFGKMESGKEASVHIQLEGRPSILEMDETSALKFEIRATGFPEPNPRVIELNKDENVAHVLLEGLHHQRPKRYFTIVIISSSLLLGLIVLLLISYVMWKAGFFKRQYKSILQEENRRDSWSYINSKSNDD
RPL19A-GFP yeast = alters RPL19A-GFP fluorescence in TOR pathway yeast screen. 330,000 compounds, 0.3% hits. percent response vs DMSO, % at 10 µM. AID 2025. S. cerevisiae RPL19A-GFP strain, flow cytometry, 3 h; active compounds read low;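 active means percent response vs DMSO below 50%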;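 further: median channel GFP fluorescence of the barcoded RPL19A-GFP strain; ratio of sample median GFP to plate DMSO average so 100% = DMSO; lower means less RPL19A-GFP as with rapamycin TOR inhibition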
AGP1 TOR yeast = alters AGP1-GFP fluorescence in TOR pathway yeast screen; S. cerevisiae AGP1-GFP multiplex flow cytometry, 3 h; GFP as percent of DMSO wells; GFP response vs DMSO, % at 10 µM; 320,000 compounds, 0.02% hits; AID 2066;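 active means GFP response relative to DMSO above a set limit, near screen average plus 3 SD, cut at about 150% in these data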;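 further: median GFP channel fluorescence of the gated AGP1 strain per well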
MEP2 TOR yeast = modulators of TOR pathway MEP2-GFP in S. cerevisiae. S. cerevisiae MEP2-GFP strain, flow cytometry GFP, 3 h; 100% = DMSO control level. GFP response vs DMSO, % at 10 µM. 330,000 compounds, 0.51% hits. AID 2016;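 active means GFP response versus DMSO above a set limit, roughly screen mean plus 3 SD, cut at about 180% in these data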;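 further: median GFP fluorescence of the barcode-gated MEP2-GFP cells per well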
* marks the source's active call; other numbers are inactive results; / = not tested or not shown; [ ] = dose if it differs, or a comment.

SMILES	CIT2-GFP yeast	LAP4 TOR yeast	Yeast superoxide	GRK2 aptamer HTS	VLA-4 inh	RPL19A-GFP yeast	AGP1 TOR yeast	MEP2 TOR yeast
COC(=O)C1CN(C(=O)c2ccc(OC(F)F)cc2)c2ccccc2O1 (stereo not drawn)	93	91	103	3	26	100	97	97
Cc1cccc(-n2nc3c(c2NC(=O)c2ccco2)CS(=O)(=O)C3)c1C	105	106	91	3	3	97	102	99
COCCn1c(SCC(=O)Nc2ccc3[nH]c(=O)[nH]c3c2)nc2ccccc21	90	91	102	0	-4	92	97	95
O=C(CSc1nc(O)cc(=O)[nH]1)N1CCOCC1	106	107	105	1	0	105	107	104
CCOC(=O)c1cc2c(=O)[nH]ccc2nc1C	101	100	109	0	17	102	99	101
COC(=O)c1noc(-c2ccc(OC)cc2)n1	98	99	100	4	19	99	99	101
Cc1nnc(SCC(=O)N2CCN(S(=O)(=O)c3ccccc3)CC2)[nH]c1=O	100	104	100	0	5	101	103	102
O=C(CCN1C(=O)/C(=C\c2ccc(F)cc2)SC1=S)Nc1ccccc1	105	84	87	1	-13	106	102	105
COCCn1c(=S)[nH]c2sc3c(c2c1=O)CCCC3	128	98	109	3	-1	101	95	104
COc1ccccc1N(CC(=O)N1CCCCC1)S(=O)(=O)c1ccccc1	104	106	109	0	23	106	107	110
COc1ccc(Cl)cc1NC(=O)CN1c2ccccc2CC1C (stereo not drawn)	85	80	100	0	13	99	85	89
Cc1ccc(-c2ccc(/C=N/NC(=S)Nc3ccccc3)o2)cc1[N+](=O)[O-]	103	111	104	3	-4	100	/	102
COc1ccc(S(=O)(=O)N2CCCC(C(=O)Nc3ccc(NC(=O)c4ccccn4)cc3)C2)cc1 (stereo not drawn)	106	94	98	3	4	101	101	102
O=C(Nc1ccc(Cl)cc1)C1(S(=O)(=O)c2ccccc2)CC1	95	113	127	1	1	102	98	102
COCc1c(C(=O)NCc2ccccc2CN2CCCC2)oc2ccccc12	98	87	92	0	5	96	96	97
Cc1ccccc1N1CC(C(=O)Nc2nnc(SCC(=O)Nc3nccs3)s2)CC1=O (stereo not drawn)	106	91	93	3	-1	104	100	105
C(=N\c1nccs1)/c1cccnc1	96	90	91	0	4	97	100	93
COc1ccc(NC(=O)c2nc[nH]c2C(=O)N(C)Cc2ccccc2)cc1	95	128	118	2	4	103	90	94
CC(=O)OCC1OC(OC(C)=O)C(NC(=O)c2cccnc2)C(OC(C)=O)C1OC(C)=O (stereo not drawn)	103	92	78	0	2	109	107	81
CCCCOc1ccc(C2=CSC3=NCCN23)cc1[N+](=O)[O-]	93	104	98	0	0	101	101	100
CCOc1ccc(CNC(=O)CN2C(=O)C(c3ccccc3)Oc3cccnc32)cc1 (stereo not drawn)	107	89	91	0	5	95	97	104
COc1ccc(NCN2C(=O)CCC2=O)cc1	113	101	87	28	-4	99	103	108
C=CCN1C(=O)S/C(=C\c2ccc(N3CCOCC3)cc2C)C1=O	91	98	100	3	-3	100	95	96
O=C(c1ccc(CS(=O)c2ccccc2Cl)o1)N1CCN(c2ccccc2)CC1 (stereo not drawn)	104	111	109	0	0	99	101	100
CSc1ccc(/C=N/NC(=O)c2sccc2C)cc1	106	109	82	0	18	109	107	115

The listing continues:
SMILES	CIT2-GFP yeast	LAP4 TOR yeast	Yeast superoxide	GRK2 aptamer HTS	VLA-4 inh	RPL19A-GFP yeast	AGP1 TOR yeast	MEP2 TOR yeast
CCOC(=O)c1sc(N2C(=O)C(O)=C(C(=O)c3ccco3)C2c2ccco2)nc1C (stereo not drawn)	95	95	111	7	5	96	90	111
Cc1ccccc1C(=O)c1c[nH]c(C(=O)N=CN(C)C)c1	110	102	115	0	2	113	111	102
CCOc1ccc(C(=O)N(C)C2CCS(=O)(=O)C2)cc1 (stereo not drawn)	91	105	97	0	4	100	104	102
O=C(Nc1ccc(S(=O)(=O)N2CCCCCC2)cc1)c1c(F)cccc1F	89[may fluoresce green]	98[may fluoresce green]	86	0	1	99[may fluoresce green]	93[may fluoresce green]	99[may fluoresce green]
O=C(OCC(=O)N1CCc2ccccc21)[C@@H]1CCCN1S(=O)(=O)c1ccccc1F	111	109	115	1	1	110	107	113
CC1CN(C(=S)Nc2ccc(F)cc2F)CC(C)O1 (stereo not drawn)	103	87	102	0	-4	110	103	103
Cc1ccc(-c2nc(N=Nc3ccc(O)cc3)n[nH]2)cc1	111	103	96	1	3	103	97	110
O=S(=O)(Cc1ccccc1Cl)NCCc1ccccc1	86	94	98	1	9	97	100	94
O=C(CSC1=NC(=O)C(c2ccccc2)C(=O)N1)Nc1ccccc1Cl (stereo not drawn)	119	111	97	1	9	108	106	110
COc1ccc(CC(=O)Nc2nc(-c3ccc(F)c(F)c3)cs2)cc1OC	96	122	98	1	-3	95	92	102
COc1ccc(NC2c3ccccc3C(=O)N2c2ccccn2)cc1Cl (stereo not drawn)	92	96	103	3	0	97	94	95
CC(C)(C)C(=O)OC/C(N)=N/OC(=O)c1ccccc1	97	99	85	4	10	99	103	90
CC(=O)N/N=C/c1cc2c(cc1[N+](=O)[O-])OCO2	93	102	92	0	0	86	73	111
O=C(CCN1C(=O)/C(=C/c2ccc(F)cc2)SC1=S)NCCc1cnc[nH]1	93	104	109	0	7	100	100	96
Nc1c(C(=O)NC2CC2)c2nc3ccccc3nc2n1-c1ccc2c(c1)OCO2	99	89	89	1	16	98	96	99
CC(=O)Nc1ccc(S(=O)(=O)NCCC(=O)N2CCN(c3ccccc3Cl)CC2)cc1	90	97	107	0	14	95	97	99
C/C(CC(=O)Nc1ccccc1C#N)=N\NC(=O)c1ccncc1	91	92	98	1	-8	95	94	103
COC(=O)c1nn(-c2ccccc2)c(Cl)c1/C=N/OC(=O)c1ccc(Cl)c(Cl)c1	109	107	107	0	0	105	111	109
COc1ccc(C(=O)N2CCN(C(=O)Cc3ccccc3)CC2)cc1	103	101	102	0	3	101	109	99
COc1ccc(S(=O)(=O)N(CC(=O)NN=C2CCN(C)CC2)c2ccc(C)cc2)cc1OC	94	97	105	0	-2	90	93	97
COC(=O)CN1C(=O)Nc2ccc(Br)cc2C1c1ccccc1Cl (stereo not drawn)	110	94	102	0	11	97	104	103
CCOC1OC2C(CO)OC(n3cnc4c(N)ncnc43)C2O1 (stereo not drawn)	99	93	106	2	26	100	98	97
CCCCN(Cc1cccs1)S(=O)(=O)c1ccc(-c2ccc(=O)[nH]n2)s1	88	100	97	3	-3	91	92	92
CNc1nc(N)c([N+](=O)[O-])c(NCc2ccccc2)n1	102	91	93	0	3	104	106	104
O=c1oc2c3c(nn2c2ccccc12)CCCC3	100	99	90	0	-6	96	93	104

Other records
SMILES	CIT2-GFP yeast	LAP4 TOR yeast	Yeast superoxide	GRK2 aptamer HTS	VLA-4 inh	RPL19A-GFP yeast	AGP1 TOR yeast	MEP2 TOR yeast
Cc1cc(C)c(S(=O)(=O)N/N=C/c2ccc([N+](=O)[O-])o2)c(C)c1	86	101	103	4	9	113	88	99
COc1ccc(C2=NOC(Cn3nc(C(=O)NCc4ccc(OC(F)(F)F)cc4)cc3-c3ccccc3)C2)cc1 (stereo not drawn)	94	91	90	0	-9	91	95	96
COc1ccccc1CNS(=O)(=O)c1ccc2c(c1)oc(=O)n2C	103	98	92	5	12	99	103	102
Cc1ccc(CC(=O)NCCc2ccc(S(N)(=O)=O)cc2)cc1	97	94	98	2	-3	104	97	105
C=CCNC(=O)c1onc(CSc2ccccc2)c1C(=O)NCC=C	92	97	103	1	12	93	96	96
O=C(c1cccc(C(=O)N2CCN(c3ccccc3F)CC2)n1)N1CCN(c2ccccc2F)CC1	103	94	122	0	8	97	104	101
CCCOn1c(OCC(C)C)nc2ccccc2c1=O	92	71	109	3	9	97	/	82
CC(=O)Nc1cc[n+](C(C)C(=O)c2ccc(Br)cc2)cc1 (stereo not drawn)	93	115	89	0	-6	93	91	95
CCOC(=O)c1cccc(NC(=O)N2CCOCC2)c1	93	106	109	1	2	97	98	98
Nc1ccc2nc(SCc3ccc([N+](=O)[O-])cc3)sc2c1	111	114	89	1	7	/	96	99
OC(c1ccccn1)c1c[nH]c2ccccc12 (stereo not drawn)	108	104	96	0	-5	/	109	109
CC1CCN(C(C)C(=O)Nc2ccc(S(=O)(=O)N3CCCC3)cc2)CC1 (stereo not drawn)	109	109	95	0	-3	108	118	107
Cc1cccc(C)c1Nc1c(-c2ccccn2)nc2ccccn12	109	102	96	0	-10	102	97	99
COC(=O)c1ccc(COc2ccc3ccc(=O)oc3c2)o1	88	99	95	0	-2	96	89	98
CCC1=C(OC(=O)N(CC)CC)N2C(=O)OC(=NCCOC)[C@]2(Cc2ccccc2)[C@H]2C1=CC[C@H]1C(=O)N(CC)C(=O)[C@H]12	99	94	90	6	29	95	100	98
CC(C)(NO)/C(=N/O)c1cccs1	96	94	92	0	6	92	98	96
O=C(c1cccc([N+](=O)[O-])c1)N1CCN(Cc2ccc3c(c2)OCO3)CC1	115	110	104	0	13	106	104	118
Cc1cc(OCc2cc(C(=O)N3CCN(CC4CC4)CC3)no2)cc(C)c1Cl	104	94	103	0	6	101	100	102
O=C(C1CC1)N1N=C(c2cccc(Br)c2)CC1(O)C(F)(F)F (stereo not drawn)	109	96	104	0	-11	103	101	116
CS(=O)(=O)c1ccc(C(=O)NCCN2C(=O)S/C(=C\c3cccnc3)C2=O)cc1[N+](=O)[O-]	94	102	114	0	5	98	104	98
CCOC(=O)C(NC(=O)CC)(Nc1ccc(S(=O)(=O)Nc2cc(C)on2)cc1)C(F)(F)F (stereo not drawn)	95	98	97	2	-1	101	99	106
CCOC(=O)C1CCN(S(=O)(=O)c2ccc3c(c2)CC(=O)N3)CC1	118	111	113	0	-13	106	109	93
Cc1cccc(C)c1OCC(=O)N(Cc1ccc(Cl)cc1)C1CCS(=O)(=O)C1 (stereo not drawn)	104	94	109	0	6	103	99	102
Cc1ccc(S(=O)(=O)NNC(=O)c2ccc(O)cc2)cc1	100	112	89	0	12	105	105	121
CCN(CC)c1ccc(/C=N/NC(=O)c2c(-c3ccccc3)noc2C)cc1	97	95	91	1	0	99	101	105

Record cards (already shown). Order of screens: CIT2-GFP yeast | LAP4 TOR yeast | Yeast superoxide | GRK2 aptamer HTS | VLA-4 inh | RPL19A-GFP yeast | AGP1 TOR yeast | MEP2 TOR yeast
Cc1cc(OCc2cc(C(=O)N3CCN(CC4CC4)CC3)no2)cc(C)c1Cl is entered as 104 | 94 | 103 | 0 | 6 | 101 | 100 | 102
Cc1cccc(C)c1Nc1c(-c2ccccn2)nc2ccccn12 is entered as 109 | 102 | 96 | 0 | -10 | 102 | 97 | 99

Looked up above:
For AGP1 TOR yeast, CCOC(=O)C1CCN(S(=O)(=O)c2ccc3c(c2)CC(=O)N3)CC1 is listed with 109
For AGP1 TOR yeast, OC(c1ccccn1)c1c[nH]c2ccccc12 (stereo not drawn) is listed with 109

Remaining list, next part:
SMILES	CIT2-GFP yeast	LAP4 TOR yeast	Yeast superoxide	GRK2 aptamer HTS	VLA-4 inh	RPL19A-GFP yeast	AGP1 TOR yeast	MEP2 TOR yeast
O=S(=O)(Nc1ccc(-n2cnnn2)cc1)c1ccc(F)c(F)c1F	114	104	99	0	7	111	105	106
Cc1cc(C)nc(SCC(=O)c2c(N)n(C)c(=O)n(C)c2=O)n1	103	107	90	1	3	99	100	110
CCC(=O)Nc1ccc2c(c1)ncn2-c1ccccc1OC	102	103	103	0	-1	100	107	104
COC(=O)c1ccsc1NC(=O)c1ccco1	101[may fluoresce green]	109[may fluoresce green]	95	6	-6	92[may fluoresce green]	99[may fluoresce green]	93[may fluoresce green]
CCC(C)NC(=O)COC(=O)c1csc2c1CCCC2 (stereo not drawn)	102	104	91	0	1	114	105	102
CC(=O)N1[C@H](C)C=C[C@]1(Cc1ccccc1)C(=O)NCc1cc(F)cc(C(F)(F)F)c1	82	108	100	0	-3	99	86	100
O=C(NCCC(=O)N1CCc2ccccc21)c1ccco1	97	95	99	0	-2	102	96	105
Nc1nc(-c2ccccc2)[nH]c(=O)c1N=O	98	88	91	1	8	93	92	84

Screening results (PubChem BioAssay)
